Screening data deposited in PubChem by Sanford-Burnham Center for Chemical Genomics.
CXCR6 block – CXCR6 (human) receptor inhibition. O00574. hit rate 0.36% among 360,000. AID 602244. CHO-K1 PathHunter CXCR6 beta-arrestin, luminescence. inhibition, % at 20 µM; in the data active = inhibition above about 34%, passing the limit was not always enough;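 also: antagonist mode with CXCL16 agonist at 10 nM final; 0% = 10 nM CXCL16 with DMSO and 100% = unstimulated wells without agonist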
Target sequence (O00574 whole entry, looked up): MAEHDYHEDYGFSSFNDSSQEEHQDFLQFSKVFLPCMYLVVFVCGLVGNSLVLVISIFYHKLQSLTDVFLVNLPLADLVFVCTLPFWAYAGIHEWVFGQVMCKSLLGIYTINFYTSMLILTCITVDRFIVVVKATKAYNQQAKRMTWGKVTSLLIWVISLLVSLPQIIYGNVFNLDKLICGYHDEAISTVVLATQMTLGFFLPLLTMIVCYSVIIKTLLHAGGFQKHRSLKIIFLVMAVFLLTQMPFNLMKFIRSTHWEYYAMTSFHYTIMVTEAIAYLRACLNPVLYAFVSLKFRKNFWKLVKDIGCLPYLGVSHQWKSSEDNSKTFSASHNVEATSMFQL
Gli-Sufu antag – antagonists of Gli-Sufu signaling | Sufu-KO-LIGHT fibroblasts, Gli luciferase reporter luminescence | inhibition, % at 5 µM | hit rate 0.74% among 340,000 | AID 588413;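 active = inhibition above about 55%, limit read from the data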;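 also: 0% = DMSO-treated cells and 100% = wells with medium but no cells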
CCR6 antagonist – antagonists of human CCR6 receptor. inhibition, % at 20 µM. AID 493098. CHO-K1 CCR6 PathHunter beta-arrestin, luminescence, CCL20-stimulated. P51684. hit rate 0.49% among 340,000;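 active = compounds whose inhibition of the agonist-driven luminescence signal at 20 µM reaches about 50%, limit read from the data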;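 also: cells stimulated with CCL20 at 14 nM final; plate controls were DMSO with CCL20 for no effect and DMSO without agonist for full effect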
Target sequence (P51684 whole entry, looked up): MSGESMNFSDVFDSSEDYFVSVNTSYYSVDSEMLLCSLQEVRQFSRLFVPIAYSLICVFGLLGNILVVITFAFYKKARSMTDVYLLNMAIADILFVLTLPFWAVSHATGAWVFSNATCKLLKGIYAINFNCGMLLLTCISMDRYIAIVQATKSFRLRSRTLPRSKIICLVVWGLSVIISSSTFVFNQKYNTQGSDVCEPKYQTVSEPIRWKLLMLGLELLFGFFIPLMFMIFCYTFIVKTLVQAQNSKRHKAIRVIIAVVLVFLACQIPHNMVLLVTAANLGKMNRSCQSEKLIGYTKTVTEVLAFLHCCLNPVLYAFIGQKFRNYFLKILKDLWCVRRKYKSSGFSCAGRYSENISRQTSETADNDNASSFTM
Jurkat NFkB inh – lowers PMA/ionomycin-induced NF-kB signal in Jurkat cells; PMA/ionomycin-induced NF-kB luciferase reporter, luminescence; AID 435003; inhibition, % at 4 µM; hit rate 0.53% among 330,000; in the data active = inhibition above about 50%
UBC13 inh – blocks human UBC13 polyubiquitin chain formation. P61088. TR-FRET. inhibition, % at 20 µM. hit rate 0.47% among 330,000; in the data active = inhibition above about 45%, passing the limit was not always enough
Target sequence (P61088 whole entry, looked up): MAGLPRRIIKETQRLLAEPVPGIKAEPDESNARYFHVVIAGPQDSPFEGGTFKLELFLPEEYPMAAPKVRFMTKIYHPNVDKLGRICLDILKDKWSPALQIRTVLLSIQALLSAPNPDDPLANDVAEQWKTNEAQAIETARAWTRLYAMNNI
EBI2 block – EBI2 (human) antagonism; EBI2 beta-arrestin recruitment, luminescence, 7a,25-OHC stimulated; inhibition, % at 5 µM; hit rate 0.81% among 360,000; in the data active = inhibition above about 38%;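 also: enzyme fragment complementation signal reports receptor beta-arrestin coupling in cells; 0% = agonist plus DMSO wells and 100% = wells without agonist; some results beyond the cut were filed as inactive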
697 NFkB inh – lowers PMA/ionomycin-induced NF-kB signal in 697 B cells. 697 B-cell NF-kB luciferase reporter, 16 h. inhibition, % at 4 µM. AID 435022. hit rate 0.33% among 330,000; in the data active = inhibition above about 35%
APJ antag – antagonists of human APJ apelin receptor; hit rate 0.32% among 330,000; inhibition, % at 20 µM; P35414; CHO-K1 APJ beta-arrestin complementation, luminescence;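 active = inhibition above about 40% at 20 µM, limit read from the data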;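 also: cells challenged with 10 nM apelin-13 agonist together with compound; plate controls were apelin-13 plus DMSO wells for no effect and DMSO wells lacking apelin-13 for full effect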
Numbers without * were called inactive; . = not tested or not shown.

SMILES	CXCR6 block	Gli-Sufu antag	CCR6 antagonist	Jurkat NFkB inh	UBC13 inh	EBI2 block	697 NFkB inh	APJ antag
COc1ccc2cc(C(=O)N3CCN(c4cccc(C)c4C)CC3)[nH]c2c1	6	41	9	-6	8	85*	-9	6
CC1=C(C#N)CCC(=O)N1Cc1c(F)cccc1Cl	-4	-5	12	-3	-6	-3	-3	-13
O=C(Nc1ccc(Cl)c(S(=O)(=O)N2CCOCC2)c1)c1ccncc1	1	6	0	3	-6	-1	11	-2
COc1ccc(/C=N/NC(=O)c2ccc(Cl)cc2)cc1COC(C)=O	-1	0	10	8	-1	13	10	-13
C[C@@H]1CN(S(=O)C(C)(C)C)[C@@H](CCO)/C1=C\CCO (stereo partly specified)	-1	4	-2	.	.	-4	.	.
Cc1cc(C(=O)CSc2n[nH]c(N)n2)c(C)n1-c1cccc(F)c1	8	-23	-10	-11	0	-1	-48	-10
CC1CCN(C(=O)COC(=O)c2ccc3c(c2)C(=O)N(Cc2ccco2)C3=O)CC1	-4	-6	5	9	3	12	13	5
COc1ccc(-c2nnc(SCC(=O)N/N=C/c3ccccc3C(=O)O)n2-c2ccccc2)cc1	-8	-8	-1	3	-3	-8	18	20
Clc1ccc(-c2noc(/C=C/c3ccccc3)n2)cc1	15	-17	-7	-19	2	4	-6	-5
COc1ccc(N(CC(=O)NC2CC3CCC2C3)S(=O)(=O)c2ccc(C)cc2)cc1OC (stereo unspecified)	2	-13	6	8	1	-11	3	20
O=C(NCc1n[nH]c(=S)n1-c1ccc(Cl)c(Cl)c1)c1ccco1	6	-6	4	-2	-4	-3	-14	17
CCOCCCNC(=O)C(NC(=O)c1ccc(NC(C)=O)cc1)c1ccccc1 (stereo unspecified)	-4	9	4	2	-8	1	-14	4
CNC(=S)N1N=C(c2ccc(C)cc2)CC1c1ccc(OC)c(OC)c1 (stereo unspecified)	-8	0	8	11	-12	32	-25	14
O=C(CNc1ccc2ccccc2c1)N/N=C/c1ccc([N+](=O)[O-])o1	-7	-5	2	8	-12	8	-11	-14
O=C(CCc1nc(-c2ccccc2)no1)Nc1cccc(C(=O)NC2CC2)c1	-2	-12	16	0	8	-2	8	1
CSCCC(NC(=O)c1c(C)oc2c1CCCC2)C(=O)O (stereo unspecified)	0	7	0	-3	-5	-6	-4	-1
O=S(=O)(NC1CC1)c1ccc(Br)cc1N1CCC[C@H]1CO	1	15	7	.	.	-1	.	.
C/C(=N\NC(=O)c1nnn(-c2nonc2N)c1-c1ccccc1)c1ccco1	-3	-10	-1	-4	-6	5	-9	13
O=S(=O)(CC=CCS(=O)(=O)c1ccccc1)c1ccccc1	3	-3	7	.	.	-6	.	.
COc1ccc(C(=O)NCC(=O)NCC2(N(C)C)CCCCC2)cc1OC	2	6	9	-8	6	0	10	13

Six structures already listed, arranged by length of the SMILES, low to high:
SMILES	CXCR6 block	Gli-Sufu antag	CCR6 antagonist	Jurkat NFkB inh	UBC13 inh	EBI2 block	697 NFkB inh	APJ antag
CSCCC(NC(=O)c1c(C)oc2c1CCCC2)C(=O)O (stereo unspecified)	0	7	0	-3	-5	-6	-4	-1
CNC(=S)N1N=C(c2ccc(C)cc2)CC1c1ccc(OC)c(OC)c1 (stereo unspecified)	-8	0	8	11	-12	32	-25	14
CCOCCCNC(=O)C(NC(=O)c1ccc(NC(C)=O)cc1)c1ccccc1 (stereo unspecified)	-4	9	4	2	-8	1	-14	4
O=C(CCc1nc(-c2ccccc2)no1)Nc1cccc(C(=O)NC2CC2)c1	-2	-12	16	0	8	-2	8	1
C/C(=N\NC(=O)c1nnn(-c2nonc2N)c1-c1ccccc1)c1ccco1	-3	-10	-1	-4	-6	5	-9	13
COc1ccc(-c2nnc(SCC(=O)N/N=C/c3ccccc3C(=O)O)n2-c2ccccc2)cc1	-8	-8	-1	3	-3	-8	18	20

(cont.)
SMILES	CXCR6 block	Gli-Sufu antag	CCR6 antagonist	Jurkat NFkB inh	UBC13 inh	EBI2 block	697 NFkB inh	APJ antag
Cc1ccc(CNc2cnccn2)s1	-5	2	1	13	2	3	-1	12
CCCCN(C(=O)c1ccc(OC)c([N+](=O)[O-])c1)c1c(N)n(CCC)c(=O)[nH]c1=O	-6	3	12	-13	-1	-4	15	7
CCOC(=O)CN1C(=O)N[C@@H](c2cccc(C(F)(F)F)c2)C(C(=O)OC)=C1C	3	-8	1	-2	-1	-3	14	2
C/C=C/C(=O)NCCc1ccc(OC)c(OC)c1	1	-5	14	-12	-12	-4	-6	0
CCOC(=O)Cc1csc(CC(N)=O)n1	2	-1	0	-4	4	-20	9	1
COCCNC(=O)CSc1nc2ccccc2c2nc(C)nn12	7	0	2	-4	9	-5	3	16
O=C(c1ccco1)N1CCN(C(=O)c2cn(-c3ccccc3)nc2-c2ccc(F)cc2)CC1	1	-15	-6	-17	1	-4	4	-23
Cc1cccc(N(CC(=O)Nc2ccccc2F)S(C)(=O)=O)c1	-2	-2	12	2	-8	-1	13	0
O=C1N[C@@H](Cc2ccccc2)C(=O)N2[C@H]1C[C@]1(Br)c3ccccc3N(S(=O)(=O)c3ccccc3)[C@H]21	-6	1	3	-9	14	1	-8	16
CC(=O)Nc1ccc(NC(=O)CN(c2ccc(C(C)C)cc2)S(=O)(=O)c2ccccc2)cc1	6	3	10	2	3	19	-11	11
Cc1ccc(NC(=O)c2ccco2)c(NC(=O)Cc2cccs2)c1	-6	-3	13	7	9	-5	15	-9
Fc1ccc(NC(=S)NC2CCN(Cc3ccccc3)CC2)cc1	-3	29	8	17	-7	-5	15	8
Cc1ccc(C(=O)c2ccc(N3CCN(C)CC3)c([N+](=O)[O-])c2)cc1	-3	17	-3	-10	1	6	-17	-21
CCCCOc1ccc(C(=O)N/C(=C/C=C/c2ccccc2)C(=O)O)cc1	11	-5	9	-1	-25	-1	12	17
O=C(CCC(=O)Nc1nnc(C2CCCCC2)s1)Nc1ccccc1	-8	-10	1	9	-4	-9	-7	0
S=C(N/N=C/c1ccc(Cl)c(Cl)c1)Nc1ccccc1Cl	1	-33	10	-31	6	-13	-13	-6
O=C(CN(Cc1ccccc1)S(=O)(=O)c1ccc(F)cc1)NCCC1=CCCCC1	11	8	22	0	1	14	19	-9
O=C(O)c1ccc(C(=O)C(=O)c2ccccc2)cc1	-5	-1	10	8	15	-1	7	21
O=C(CSc1ccc2nnc(-c3cccnc3)n2n1)N1CCOCC1	2	5	2	5	6	-7	-5	10
COc1ccc(OCc2nc(C#N)c(NCCCn3ccnc3)o2)cc1	0	-30	6	8	5	0	9	15
C=CCn1c(SCc2nc3ccccc3c(=O)[nH]2)nc2ccccc2c1=O	11	1	9	-7	10	12	10	2
Cc1nc2cc(NC(=O)N3CCN(c4ccccn4)CC3)ccc2o1	-2	-15	-4	-9	6	-11	11	-1
Cc1ccc(CC(=O)NCCCn2ccnc2)cc1	-3	-3	-9	-2	-1	-5	17	5
C#CCOc1ccc2c3c(c(=O)oc2c1)CCCC3	11	-6	15	-8	1	1	-22	10
C#CCOCCOCCOCCNc1nc(N2CCN(C(=O)CCCCCCCCCCNC(=O)[C@H](CO)n3cc(CCCSC)nn3)CC2)nc(N2CCN(C(=O)CCCCCCCCCCNC(=O)[C@H](CO)n3cc(CCCSC)nn3)CC2)n1	7	0	23	13	3	-7	-6	20
Cc1ccc(OCCCC(=O)Nc2nccs2)cc1	-9	-10	-5	-13	-7	1	-41	14
COc1cc(NC(=O)C2C3CCC(O3)C2C(=O)O)cc(OC)c1 (stereo unspecified)	-2	10	9	-13	-7	11	-2	-23
Cc1nc(CC(=O)Nc2nc(-c3ccccc3)cs2)cs1	-2	-12	-9	-19	-7	5	-19	2
Cc1ccc(CN2CC(C(=O)OCc3ccccc3Cl)CC2=O)cc1 (stereo unspecified)	-1	-5	10	6	-5	4	-7	-67
CCOC(=O)[C@H]1[C@H]2COc3ccccc3[C@@H]2N2C(=O)c3cc(F)c(F)cc3NC(=O)[C@@]12C	7	6	-1	1	11	-9	-3	1
CC(=O)Nc1ccc(S(=O)(=O)N2CCN(C(=O)N3CCOCC3)CC2)cc1	1	13	13	-5	2	-2	7	13
O=C(Cc1cccc(NC(=O)C2CCN(C(=O)CCc3ccccc3)CC2)c1)Nc1cccc(C(=O)N2CCCCC2)c1	-6	2	0	.	.	8	.	.
COc1ccc(-c2c(=O)n(OC)c3ccccc3[n+]2[O-])cc1OC	3	-11	-3	1	-64	-4	-3	-7
O=C(N/N=C\c1ccc(Cl)cc1Cl)c1sccc1-n1cccc1	7	5	12	0	8	21	-2	12
CNS(=O)(=O)c1cc(NC(=O)c2cccc3cccnc23)ccc1C	2	16	8	-9	12	12	19	10
NNC(=O)c1ccccc1OCCOc1ccccc1	-2	-14	9	-4	0	-8	-5	13
Cn1c2ccccc2c2cc(/C=N/NC(=O)c3ccc(N)cc3)ccc21	-15	-2	-7	6	6	-3	3	5
COc1ccc(C(=O)C[n+]2cccc(Br)c2)cc1	3	7	7	-11	-11	-11	-55	9

Entries listed above printed as active in EBI2 block:
| Structure | CXCR6 block | CCR6 antagonist | Jurkat NFkB inh | UBC13 inh | EBI2 block | 697 NFkB inh | APJ antag |
| --- | --- | --- | --- | --- | --- | --- | --- |
| COc1ccc2cc(C(=O)N3CCN(c4cccc(C)c4C)CC3)[nH]c2c1 | 6 | 9 | -6 | 8 | 85* | -9 | 6 |

Fetched by compound from the list above, two records:
SMILES	CXCR6 block	Gli-Sufu antag	CCR6 antagonist	Jurkat NFkB inh	UBC13 inh	EBI2 block	697 NFkB inh	APJ antag
C=CCn1c(SCc2nc3ccccc3c(=O)[nH]2)nc2ccccc2c1=O	11	1	9	-7	10	12	10	2
O=C(Cc1cccc(NC(=O)C2CCN(C(=O)CCc3ccccc3)CC2)c1)Nc1cccc(C(=O)N2CCCCC2)c1	-6	2	0	.	.	8	.	.

Structures above that contain an aryl thioether with sulfur outside any ring, in the order listed:
SMILES	CXCR6 block	Gli-Sufu antag	CCR6 antagonist	Jurkat NFkB inh	UBC13 inh	EBI2 block	697 NFkB inh	APJ antag
Cc1cc(C(=O)CSc2n[nH]c(N)n2)c(C)n1-c1cccc(F)c1	8	-23	-10	-11	0	-1	-48	-10
COc1ccc(-c2nnc(SCC(=O)N/N=C/c3ccccc3C(=O)O)n2-c2ccccc2)cc1	-8	-8	-1	3	-3	-8	18	20
COCCNC(=O)CSc1nc2ccccc2c2nc(C)nn12	7	0	2	-4	9	-5	3	16
O=C(CSc1ccc2nnc(-c3cccnc3)n2n1)N1CCOCC1	2	5	2	5	6	-7	-5	10
C=CCn1c(SCc2nc3ccccc3c(=O)[nH]2)nc2ccccc2c1=O	11	1	9	-7	10	12	10	2
